# L929 necroptosis: blocks zVAD induced death of L929 cells. viability rescue, % at 10 µM. hit rate 0.38% among 220,000. AID 1377. L929 zVAD necroptosis rescue, ATP luminescence, 24 h; with zVAD 60 µM;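 active means activation, scaled between plate controls, above about 75%, limit read from the data; inactive means activation under that limit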;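 further: 0% = zVAD with DMSO and 100% = DMSO alone without zVAD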
# PERK inhibitor: human PERK inhibition, primary cell-based screen; Q9NZJ5; CHO PERK-DD fusion, SEAP luminescence translation reporter; inhibition, % at 5.6 µM; hit rate 0.17% among 220,000; AID 1416;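 active means inhibition above the mean inhibition of all tested compounds plus 3 SD, set separately per screening campaign, cut at about 2.9% in these data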;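 further: PERK kinase domain activated by AP20187 dimerizer at 100 nM; 0% = DMSO with dimerizer and 100% = rapamycin at 8.4 µM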
# EP2 mod: modulates human prostaglandin E2 receptor EP2 signaling | EP2-expressing cells, cAMP HTRF FRET, PGE2 co-stimulation | induction, % at 25 µM | hit rate 0.83% among 260,000;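 active means compounds whose cAMP rise, as percent of the full-agonist control response, exceeds 60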;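 further: rat C6 glioma line stably carrying human EP2 under a CMV promoter; the protocol text gives 20 µM as final concentration; 100% = response of wells given 1 µM PGE2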
# Runt-CBFb FRET: Runt domain-CBFb interaction inhibition | Q01196+Q13951 | Cerulean-Runt/Venus-CBFb FRET ratio 530/480, 1 h | inhibition, % at 20 µM | hit rate 0.46% among 220,000 | AID 1496;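 active means inhibition over about 50% at 20 µM in the single-dose screen, limit read from the data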;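 further: 0% = DMSO wells and 100% = excess unlabeled CBFb competitor control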
# Target sequence (Q01196 whole entry, looked up, the tested form may be a part): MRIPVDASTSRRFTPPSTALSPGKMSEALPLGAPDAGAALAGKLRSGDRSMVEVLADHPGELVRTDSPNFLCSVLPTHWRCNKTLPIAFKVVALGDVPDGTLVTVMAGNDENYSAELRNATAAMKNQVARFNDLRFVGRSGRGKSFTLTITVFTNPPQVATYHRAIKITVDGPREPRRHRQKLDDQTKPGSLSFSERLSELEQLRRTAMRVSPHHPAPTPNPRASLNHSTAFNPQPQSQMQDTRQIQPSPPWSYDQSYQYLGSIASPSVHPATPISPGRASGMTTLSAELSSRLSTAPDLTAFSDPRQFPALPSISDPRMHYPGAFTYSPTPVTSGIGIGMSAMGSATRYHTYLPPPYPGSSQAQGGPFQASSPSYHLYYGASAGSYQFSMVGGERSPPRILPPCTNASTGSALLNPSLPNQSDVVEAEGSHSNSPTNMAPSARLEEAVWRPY
# Target sequence (Q13951 whole entry, looked up, the tested form may be a part): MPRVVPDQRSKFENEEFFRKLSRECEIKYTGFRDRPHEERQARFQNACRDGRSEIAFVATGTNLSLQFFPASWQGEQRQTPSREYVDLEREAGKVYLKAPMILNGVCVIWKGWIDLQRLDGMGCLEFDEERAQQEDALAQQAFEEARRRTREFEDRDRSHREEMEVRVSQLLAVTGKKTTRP
#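 Buffer or medium: Tris pH 7.5 buffer with BSA. Assay system: Cerulean-labeled Runt domain protein. Amount: each fluorescent fusion protein 100 nM. Read-out basis: loss of energy transfer signal. Incubation: 1 h compound exposure, room temperature. Probe or stimulus: Venus-CBFb binding partner, 100 nM. Detection: FRET, excitation 422 nm, emission at 530 and 480 nm.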
# PGE2 EP2 inh: blocks the human prostaglandin E2 receptor EP2 | P43116 | C6 glioma cells expressing human EP2, cAMP TR-FRET; cells stimulated with saturating PGE2 | inhibition, % at 25 µM | hit rate 0.52% among 260,000 | AID 1422;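 active means percent inhibition above 40 after rounding to a whole number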;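 further: rat C6 glioma host cells with rolipram phosphodiesterase inhibitor present; the protocol text gives 20 µM as final concentration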
# TNF necrop inh: TNF-alpha cell death inhibition in Jurkat FADD-/- cells; Jurkat FADD-/- TNF necroptosis rescue, ATP luminescence, 24 h; 0 = TNF only, 100 = no-TNF cells; activation (protection from cell death), % at 10 µM; hit rate 0.068% among 220,000;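 active means activation, meaning protection from cell death, of at least 50% relative to plate controls; inactive means activation below 50%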;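 further: necroptosis triggered by 40 ng/mL TNF-alpha added together with compound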
# Runt-SMMHC FRET: blocks binding of human RUNX1 Runt domain to CBFb-SMMHC; inhibition, % at 20 µM; hit rate 0.74% among 220,000; Cerulean-Runt/Venus-CBFb-SMMHC FRET ratio 530/480, 1 h;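 active means mean inhibition across duplicate retests at 20 µM reaching about 50%, limit read from the data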;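 further: 0% = DMSO wells and 100% = wells with excess untagged CBFb-SMMHC; inhibitors lower the FRET ratio by blocking Runt binding to CBFb-SMMHC; some results filed as inactive read as strong as hits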
# RBBP9 inh: inhibitors of human serine hydrolase RBBP9 | O75884 | recombinant RBBP9, FP-Rh probe fluorescence polarization | inhibition, % at 7.94 µM | hit rate 0.2% among 220,000 | AID 1515;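 active means inhibition above the campaign mean of all tested compounds plus 3 SD, cut at about 14% in these data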;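 further: plate controls were DMSO wells with RBBP9 for no effect and wells lacking RBBP9 protein for full effect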
# Target sequence (O75884 whole entry, looked up): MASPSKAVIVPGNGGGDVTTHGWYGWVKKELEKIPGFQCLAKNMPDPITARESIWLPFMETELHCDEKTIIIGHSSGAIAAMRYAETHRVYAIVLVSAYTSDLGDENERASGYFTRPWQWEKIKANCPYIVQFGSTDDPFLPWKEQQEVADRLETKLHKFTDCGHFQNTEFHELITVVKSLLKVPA
#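 system = RBBP9 protein | input = RBBP9 at 2.5 µM in dispensed solution, before mixing | measured by = fluorescence polarization (mP), excitation 525 nm, emission 598 nm | incubation = enzyme-compound preincubation 30 min, then probe labeling 45 min, 25 °C | buffer or medium = Tris-NaCl-Pluronic buffer, pH 8.0 | compound = single dose 7.94 µM | also added = FP-Rh probe, 375 nM dispensing solution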
# Hck-Nef inh: blocks Nef-activated human Hck kinase | inhibition, % at 20 µM | Recombinant Hck-YEEI plus Nef, Z-Lyte FRET kinase assay | hit rate 0.68% among 220,000 | AID 463187;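 active means Hck-Nef kinase inhibition above about 50%, limit read from the data; inactive means inhibition below that limit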;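 further: 0% = DMSO with Hck plus Nef and 100% = Hck alone without Nef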
# The depositor's hits bear a star; nt = not tested or not shown; & = joins results of further samples.
# Every second line gives: L929 necroptosis	PERK inhibitor	EP2 mod	Runt-CBFb FRET	PGE2 EP2 inh	TNF necrop inh	Runt-SMMHC FRET	RBBP9 inh	Hck-Nef inh
- COc1cc(OC)cc(C(=O)N[C@H](C(=O)Nc2cc(C)cc(C)c2)C(C)C)c1
  1.9	-0.5	-1	-1	0	1.4	4	-3	3
- COc1ccc(S(=O)(=O)N/N=c2\oc3c(OC)cccc3cc2S(=O)(=O)c2ccc(C)cc2)cc1OC
  -1.1	-0.3	-38	-7	9	-2.7	-3	-3	6
- Cn1nnc2c[n+](CC(=O)c3ccc4ccccc4c3)cc(Br)c21
  4.0	-0.6	22	-2	11	-2.6	0	-6	19
- O=C(O)CN1C(=O)C2C3C=CC(C3)C2C1=O (stereo not drawn)
  1.5	0.8	-1	1	10	0.5	-4	0	1
- Cn1cccc1Cc1nnc(SCC(=O)Nc2cccc(F)c2)n1-c1ccc(F)cc1
  1.8	-0.3	23	5	9	3.1	1	-6	-2
- COc1ccccc1C1(O)CC2CCC(C1)N2S(=O)(=O)c1ccc(C(C)=O)cc1 (stereo not drawn)
  1.6	-0.8	4	-2	5	-0.2	3	6	0
- CN1c2ccccc2C2(C)CCCC3=Cc4cc([N+](=O)[O-])cc([N+](=O)[O-])c4OC312 (stereo not drawn)
  -0.4	0.7	36	0	5	0.5	0	-2	-3
- CC(C)CCOc1ncnc2c1sc1nc3c(cc12)CSC(C)(C)C3
  nt	1.7	49	-8	9	0.8	-3	-3	-7
- Cc1ccccc1NC(=O)C(=O)NCCCN1CCOCC1
  6.4	1.2	24	0	9	0.6	3	-4	34
- CCOc1cc(NC(=O)C2CCCO2)c(OCC)cc1NC(=O)C1CC1 (stereo not drawn)
  0.3	0.0	22	1	2	-1.7	0	-9	0
- COC(=O)CN1CCN(C(c2ccccc2)c2ccccc2)CC1
  -0.1	-0.4	10	1	7	-1.7	-2	1	1
- Cc1ccc(NC2=NCC(=O)N2Cc2ccccc2)c(C)c1
  -1.6	0.1	34	0	18	-1.5	4	-4	10
- CC(=O)Nc1ccc(S(=O)(=O)NCc2ccncc2)cc1
  1.2	0.3	-45	3	5	-0.4	-3	-6	26
- Cc1nc2ccc(NC(=O)N3CCOCC3)cc2nc1C
  1.4	0.4	-35	-11	5	0.6	-23	0	13
- COc1ccc(S(=O)(=O)N(CCC(=O)O)Cc2ccccc2)cc1
  0.4	1.2	17	0	5	-0.4	-1	-7	22
- COc1cc(C)c(Cl)cc1S(=O)(=O)n1cnc(C)c1
  0.8	0.6	0	-1	12	-0.3	2	-16	0
- Nc1cccc(S(=O)(=O)Nc2ccccc2)c1
  1.2	0.8	0	-1	2	8.9	-2	-4	28
- COc1cc(C(=O)N(c2ccc(C)c(C)c2)C2C=CS(=O)(=O)C2)cc(OC)c1OC (stereo not drawn)
  -0.5	-0.1	17	-1	8	0.7	-4	-10	-5
- Cn1c(SCC(=O)N2CCOCC2)nc(O)cc1=O
  0.2	1.3	14	2	22	1.2	3	5	2
- O=C1c2ccccc2C(=O)N1CCn1nc(Cl)nc1Cl
  -0.5	2.3	-4	0	12	0.7	-6	-6	-5
- Cc1sc(NC(=O)CCCC(=O)O)c(C#N)c1C
  -0.4	0.6	0	6	7	-1.6	10	3	-2
- O=C(CN1CCSc2ccccc21)NCCCc1ccccc1
  2.9	1.4	-2	0	8	-0.1	-4	-7	23
- Cn1c(-c2ccc(F)cc2)cnc1NCc1cc2c(cc1[N+](=O)[O-])OCO2
  0.6	-0.2	-25	14	15	2.4	0	-4	3
- COc1ccc(NC(=O)c2ccccc2F)cc1Cl
  0.0	-0.2	-23	0	14	0.3	1	-5	-17
- C=C1CC2C=C(NC(C)=O)CC(C1)C2 (stereo not drawn)
  -0.3	-0.1	-9	0	5	0.1	-1	-3	4
- CCOC(=O)CCN(Cc1cccs1)S(=O)(=O)c1ccc(Cl)cc1
  -0.4	-0.9	61*	2	8	-0.3	0	2	0
- CCc1nc2ccccc2c(NC(=O)CN2CCC(C)CC2)c1C
  -0.2	-0.3	-16	-3	9	-3.1	0	-4	2
- CCn1c(=O)c([N+](=O)[O-])c(N2CCSCC2)c2ccccc21
  0.6	-0.8	-4	0	8	-5.5	-5	6	5
- Cc1ccc(-c2ccc(C(=O)Nc3cccc(F)c3)o2)c2ccccc12
  11	-0.3	-26	10	7	1.7	-8	-28	-5
- O=S(=O)(c1ccc(OCC(O)CN2CCCCC2)cc1)N1CCOCC1 (stereo not drawn)
  0.8	0.5	34	2	8	0.4	-3	1	5

# Overlap with the part before: 2 entries, then new ones.
# Every second line gives: L929 necroptosis	PERK inhibitor	EP2 mod	Runt-CBFb FRET	PGE2 EP2 inh	TNF necrop inh	Runt-SMMHC FRET	RBBP9 inh	Hck-Nef inh
- Cc1ccc(-c2ccc(C(=O)Nc3cccc(F)c3)o2)c2ccccc12
  11	-0.3	-26	10	7	1.7	-8	-28	-5
- O=S(=O)(c1ccc(OCC(O)CN2CCCCC2)cc1)N1CCOCC1 (stereo not drawn)
  0.8	0.5	34	2	8	0.4	-3	1	5
- CC(C)(C)c1n[nH]c(=S)n(/N=C/c2cccs2)c1=O
  0.0	0.3	18	0	4	0.3	3	-6	1
- FC(F)(F)c1nnc2c(Sc3ccccn3)nc3ccccc3n12
  0.9	0.1	-7	16	10	-13	51*	2	0
- CCCCc1ccc(NC(=S)N2CCN(c3ncccn3)CC2)cc1
  -0.6	0.8	-25	1	4	-1.7	2	1	21
- COc1ccc(C(C)(C)C)cc1NC(=O)c1ccoc1C
  1.2	0.6	11	-2	3	1.7	-1	2	1
- CC(C)NC(=O)c1ccccc1NC(=O)/C=C/c1cccc([N+](=O)[O-])c1
  1.1	-0.8	-11	-2	8	3.0	0	-5	2
- COC(=O)c1ccc(Oc2nc(Nc3ccc(F)cc3)nc(N3CCCC3)n2)cc1
  0.5	-0.8	26	-2	7	-3.6	-2	-4	0
- CCC(=O)Nc1ccc(C(=O)CSc2nc3ccccc3[nH]2)cc1
  nt	0.6	-18	-5	11	1.1	-10	-5	18
- O=C(Nc1cc(C(F)(F)F)ccc1N1CCOCC1)c1ccc(Br)o1
  0.1	0.3	6	-1	16	-1.5	-3	-2	0
- CCCN1CCN(C(=S)Nc2sc(CC)cc2C(=O)OC)CC1
  -0.3	0.2	42	-3	4	2.4	-6	5	3
- CCOC(=O)c1nnc(-c2ccccc2)nc1Oc1ccc(Cl)cc1
  -0.1	1.2	31	0	5	-17	4	-6	3
- N=C1C(c2ccccc2)=C(O)CN1c1cccc(S(N)(=O)=O)c1
  0.7	0.9	19	-1	1	1.6	-2	-4	2
- CCC(C)NC(=O)CSc1c2c(nc3ccccc13)CCCC2 (stereo not drawn)
  0.3	0.5	0	-2	1	0.0	2	-3	-9
- Cc1ccc(-c2cc(C(F)F)n3ncc(C(=O)N4CCN(c5cccc(C)c5C)CC4)c3n2)cc1
  2.5	-0.1	27	-1	11	-1.8	1	-3	-1
- COc1ccccc1NC(=O)N(CCN(C)C)Cc1cc2cc(C)ccc2[nH]c1=O
  -0.2	-1.0	-5&-12	2	17&13	0.0	1	-13	0
- O=C(NN1C(=O)C2C(C1=O)C1C=CC2C12CC2)c1ccccc1Cl (stereo not drawn)
  -0.7	0.6	-6	8	6	-0.5	-8	-4	-3
- C=CCn1c(C)c(C(C)=O)c(N2CCCC2)nc1=S
  0.0	-0.2	28	0	12	-3.0	1	-9	0
- CSc1nc(C)c(C(=O)C[n+]2ccccc2)cc1C#N
  0.0	2.6	-10	-1	12	3.7	-3	12	1
- COc1ccc(NC(=O)CCCC(=O)OCC(F)(F)C(F)F)cc1
  -0.8	0.4	nt	-2	6	0.2	0	-5	1
- O=C(Nc1ccccc1NC(=O)NC1CCCCC1)NC1CCCCC1
  0.4	1.9	25	1	7	-1.0	-5	-7	-1
- Cc1cc(C)n(-c2cc(O)c(-n3nc(C)cc3C)cc2O)n1
  0.0	-0.8	15	28	7	-0.4	13	-12	0
- COCCN1Cc2cccc(C(=O)Nc3cc(C)cc(C)c3)c2C1=O
  -0.3	-0.3	-17	-3	13	-1.4	-1	-7	0
- Cc1nc2ncnn2c(C)c1CCC(=O)NCCCN1CCN(c2cccc(Cl)c2)CC1
  -0.6	0.1	-23	0	nt	-2.7	0	-1	10
- O=C(Cc1ccc(F)cc1)Nc1cccc2cccnc12
  -0.6	-0.1	16	-9	5	1.8	-3	-8	0
- Cc1nc2ccc(C(=O)N3CCN(c4ccccc4)CC3)cc2s1
  0.0	0.4	-8	-3	2	-3.0	-3	-6	8
- COc1ccc(OC)c(C(=O)/C=C/c2ccccc2C(F)(F)F)c1
  32	0.0	51	-3	nt	-13	0	-3	-1
- COc1ccccc1NC(=O)C1CCCN(c2nc(C)cc(C)n2)C1 (stereo not drawn)
  0.1	-1.9	-27&5	-3	6&12	-1.2	11	-14	2
- Cc1nn(-c2ccc(Cl)nn2)c(=O)c2ccccc12
  1.4	0.7	8	2	7	0.4	1	-8	0
- CC(=O)c1cccc(NC(=O)N2CCCC2C(=O)NCc2ccc(C)cc2)c1 (stereo not drawn)
  -0.3	-1.5	19	-1	20	-0.6	1	-7	1
- C/C=C/C(=O)Nc1cccc(C(F)(F)F)c1
  0.4	0.5	-8	-3	2	0.8	-1	-4	-2
- COc1ccc(C2/C=C\CN(Cc3ccco3)CC(=O)N2Cc2ccc(F)cc2)cc1 (stereo not drawn)
  -0.3	nt	23	3	6	-0.3	3	nt	31
- Cn1c(=O)c2c(nc(N/N=C3\CCCc4ccccc43)n2Cc2ccc(F)cc2)n(C)c1=O
  -0.1	0.0	41	-4	5	1.0	3	-3	1
- CC(=O)Nc1ccc(S(=O)(=O)NCCC(=O)Nc2ccc(C)c(Cl)c2)cc1
  72	0.3	-10	-2	7	1.2	1	-9	1
- O=C(COc1ccc(Br)cc1)Nc1ccc2c(c1)C(=O)NC2=O
  1.2	0.3	-7	-1	7	1.6	-9	-2	12
- Cc1ccc2c(CC(=O)O)coc2c1
  -0.1	0.6	12	1	7	-2.8	0	-2	1
- O=C(NNc1ccccc1)/C(=C\c1cccnc1)NC(=O)c1ccccc1
  -0.6	0.3	8	2	7	0.4	0	-6	18
- CC(=O)c1ccc(N2CCN(C(=O)CN(C)S(=O)(=O)c3cnc[nH]3)CC2)cc1
  0.2	1.3	8	0	10	0.3	2	-5	4
- COc1ccc(N2CCN(C(c3ccccc3OC)c3nnnn3Cc3ccco3)CC2)cc1 (stereo not drawn)
  -0.3	-1.0	7	0	10	0.3	2	-4	1
- CC(=O)Nc1ccc(S(=O)(=O)NCC2CCC(C(=O)NCc3ccccc3)CC2)cc1 (stereo not drawn)
  -1.5	0.4	-21	-2	5	-1.0	1	-7	13

# An excerpt (hit frequency here may not be typical).
